Screens: PubChem, several laboratories
NTR1 ag – agonists of NTR1, primary screen, imaging, U2OS cells, beta-arrestin-GFP, high content (AID 493036); activation, % at 20 µM; P30989; actives 0.17% (n = 330,000); NTR1-U2OS beta-arrestin-GFP spot imaging, agonist mode;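 active = activation at or above 40% of the spot to cytoplasm intensity ratio, with at least 20 cells analyzed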;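 note: 0% = DMSO without peptide and 100% = 100 nM NTR1 peptide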
Target sequence (P30989 whole entry, looked up): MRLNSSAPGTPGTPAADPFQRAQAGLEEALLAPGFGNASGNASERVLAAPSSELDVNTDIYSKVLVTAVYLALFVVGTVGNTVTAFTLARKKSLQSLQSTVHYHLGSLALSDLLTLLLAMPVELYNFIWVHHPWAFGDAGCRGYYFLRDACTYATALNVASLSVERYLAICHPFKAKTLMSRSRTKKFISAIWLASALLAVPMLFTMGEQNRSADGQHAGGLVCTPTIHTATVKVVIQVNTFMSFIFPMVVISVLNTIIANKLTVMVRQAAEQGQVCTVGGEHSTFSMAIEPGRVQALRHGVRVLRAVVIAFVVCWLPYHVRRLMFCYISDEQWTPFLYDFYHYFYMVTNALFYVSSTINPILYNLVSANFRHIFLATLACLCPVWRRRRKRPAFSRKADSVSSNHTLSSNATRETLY
NS5 inhibitors – Dengue-2 NS5 methyltransferase inhibitors, primary screen, biochemical, confirmation dose response (AID 588689). actives 0.3% (n = 340,000). one-dose inhibition, % at 25 µM; IC50 in µM for titrated hits. Dengue-2 NS5 methyltransferase capping enzyme assay, biochemical; higher % means a stronger effect; in the data active = a potency from the dose series
GPR35 antagonists – GPR35 antagonists blocking zaprinast-driven arrestin recruitment, primary screen, imaging, U2OS, beta-arrestin-GFP, zaprinast agonist (AID 2058) | actives 0.052% (n = 290,000) | U2OS GPR35 beta-arrestin-GFP translocation imaging, zaprinast antagonism; higher % means a stronger effect | one-dose inhibition, % at 10 µM; IC50 in µM for titrated hits;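 active = inhibition of at least 50% with at least 30 cells and total cytoplasm GFP at most 10,000,000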
WT yeast gro inh – growth inhibition of WT yeast, mitochondrial fusion screen; inhibition, % at 10 µM; actives 2.1% (n = 190,000); mitochondrial fusion phenotypic screen, WT strain; in the data active = inhibition above about 58%; tested in S. cerevisiae
Autophagy HCS – modulators of autophagy; MEF GFP-LC3 puncta imaging; test concentration mostly 10 µM; calls only at 10 µM (by protocol); actives 0.98% (n = 190,000);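 active = percentage of spot-positive cells more than 3 SD above its plate mean, without a fluorescence outlier flag or 80% toxicity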;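 note: spot-positive cell cutoff set from DMSO-treated cells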
K1F lysis inhibition – inhibition of K1F phage lysis, E. coli UTI89, bacterial capsule biogenesis inhibitors, alamar blue (AID 488966). E. coli UTI89 K1F phage lysis, alamar blue, 2 h; higher % means a stronger effect. inhibition, % at 100 µM, or IC50 in µM where a hit was titrated. actives 0.02% (n = 340,000);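 active = phage lysis inhibition, versus mean bacterial control, above a set limit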;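 note: capsule biogenesis inhibitors block K1F phage lysis so surviving cells raise fluorescence; higher fluorescence means more inhibition of phage lysis; actives were called in the ten point dose series up to 300 µM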
RSV CPE inhibition – inhibition of RSV-induced cytopathic effect – HEp-2 cells, primary 10 µM value included (AID 2391). HEp-2 cells, RSV-induced CPE inhibition; higher % means a stronger effect. one-dose CPE inhibition, % at 10 µM; IC50 in µM for titrated hits. actives 0.13% (n = 310,000); in the data active = a potency from the dose series; note: strong numbers were not always called active
LYP inhibition – inhibitors of LYP phosphatase, biochemical, fluorescence intensity, uHTS (AID 1779); one-dose inhibition, % at 11.5 µM; IC50 in µM for titrated hits; actives 0.054% (n = 290,000); recombinant LYP phosphatase, fluorescence intensity; higher % means a stronger effect; in the data active = inhibition above about 50%;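 note: plate controls were vehicle with enzyme for no effect and no enzyme for full effect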
AID2073 – disruptors of CaV2.2 binding to Mint1 – biochemical, HTRF (AID 2073). HTRF protein-protein interaction, Mint1-CaV2.2; higher % means a stronger effect. inhibition, % at 20 µM; hits with a dose series show IC50 in µM. actives 0.19% (n = 290,000); in the data active = inhibition mostly above about 51%, no sharp cut-off; note: some results filed as inactive read as strong as hits
WT yeast gro inh mutant strain – also measured in WT yeast gro inh; calls as there; inhibition, %; mitochondrial fusion phenotypic screen, mutant strain inhibition
Autophagy HCS cell loss 18 h – recorded beside Autophagy HCS, whose call it bears; toxicity, %; measured here: cell loss, nuclei count;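 cell loss after 18 h compound exposure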
NTR1 ag cell count 20 µM – second read-out of NTR1 ag, no call of its own (marks repeat the call); cell count; measured here: cell count, cytotoxicity flag
NS5 inhibitors pilot replicate – recorded beside NS5 inhibitors, whose call it bears; inhibition, %; measured here: pilot screen replicate inhibition
* hit, by the source's call; i = inactive; x = not tested or not shown; [ ] = dose if it differs, or a comment.

SMILES	NTR1 ag	NTR1 ag cell count 20 µM	NS5 inhibitors	GPR35 antagonists	WT yeast gro inh	WT yeast gro inh mutant strain	Autophagy HCS	Autophagy HCS cell loss 18 h	K1F lysis inhibition	RSV CPE inhibition	LYP inhibition	AID2073	others
Cc1ccc(C2(C)NC(=O)N(CC(=O)NNC(=O)c3ccccc3)C2=O)cc1 (stereo not given)	-0.6	46	-1%	x	x	x	x	x	0.1%[50 µM]	0.5%	x	x
CCCCNC(=O)CS(=O)Cc1nc(-c2cccs2)oc1C (stereo not given)	2.5	91	-6%	19%	6	1	i	-7	6.3%	1.5%	-1%	-4%
O=C(CC1Nc2ccccc2NC1=O)NCCCN1CCCCCC1 (stereo not given)	0.2	32	-3%	10%	33	30	i	12	-0.8%	0.1%	-5%	0%
Cc1ccc(OCC(=O)Oc2cccc(C)c2C)cc1	-0.6	62	-3%	-16%	x	x	x	x	-0.1%	1.7%	-9%	-4%	NS5 inhibitors pilot replicate=-4.3
NC(=O)c1oc2ccccc2c1NC(=O)CN1CCCCC1	0.0	93	-5%	-10%	5	3	i	-13	4.8%	0.3%	-7%	-2%
CCOC(=O)C1=C(C)NC2=C(C(=O)c3ccccc32)C1c1cccc2ccccc12 (stereo not given)	12	54	2%	-10%	x	x	x	x	0.0%	17%	0%	-1%
CCc1ccccc1NC(=S)NCCSc1ccc(Cl)cc1	14	63	1%	-8%	81*	61*	i	-5	-0.1%	3.2%	-8%	15%
COc1ccccc1CNCC(O)Cn1c2ccccc2c2ccccc21 (stereo not given)	4.8	84	-3%	21%	91	93	i	5	0.5%	-2.0%	3%	0%
CC1=NNC(=O)C1CC(=O)N/N=C/C(C)=C/c1ccccc1 (stereo not given)	0.3	88	-5%	7%	-9	0	i	-4	0.4%	-1.1%	3%	7%
CCOC(=O)N1CCN(C(=O)COc2ccc(S(=O)(=O)NC(C)C)cc2)CC1	6.5	47	-7%	10%	22	4	x	x	7.1%	1.5%	-5%	-4%

By substructure, the compounds so far containing four or more nitrogen atoms (3)
SMILES	NTR1 ag	NTR1 ag cell count 20 µM	NS5 inhibitors	GPR35 antagonists	WT yeast gro inh	WT yeast gro inh mutant strain	Autophagy HCS	Autophagy HCS cell loss 18 h	K1F lysis inhibition	RSV CPE inhibition	LYP inhibition	AID2073	others
Cc1ccc(C2(C)NC(=O)N(CC(=O)NNC(=O)c3ccccc3)C2=O)cc1 (stereo not given)	-0.6	46	-1%	x	x	x	x	x	0.1%[50 µM]	0.5%	x	x
O=C(CC1Nc2ccccc2NC1=O)NCCCN1CCCCCC1 (stereo not given)	0.2	32	-3%	10%	33	30	i	12	-0.8%	0.1%	-5%	0%
CC1=NNC(=O)C1CC(=O)N/N=C/C(C)=C/c1ccccc1 (stereo not given)	0.3	88	-5%	7%	-9	0	i	-4	0.4%	-1.1%	3%	7%

Further records:
SMILES	NTR1 ag	NTR1 ag cell count 20 µM	NS5 inhibitors	GPR35 antagonists	WT yeast gro inh	WT yeast gro inh mutant strain	Autophagy HCS	Autophagy HCS cell loss 18 h	K1F lysis inhibition	RSV CPE inhibition	LYP inhibition	AID2073	others
O=c1c2ccccc2nc(/C=C/c2ccccc2)n1CCCO	6.2	54	-11%	20%	x	x	x	x	0.9%[50 µM]	4.4%	-7%	20%
O=[N+]([O-])c1ccccc1/C=N/Nc1nccnc1Cl	1.3	73	-9%	9%	37	31	i	-8	-1.4%	-0.8%	0%	0%
O=S(=O)(Nc1nc2ccccc2nc1-[n+]1ccccc1)c1ccc(Cl)cc1	4.9	35	-4%	-2%	-15	-2	i	12	-5.9%	1.3%	-6%	7%
CCOC(=O)C1CCN(C(=O)c2cccc(C(=O)N3CCC(C(=O)OCC)CC3)c2)CC1	-1.6	78	-6%	5%	3	14	i	23	6.7%	0.0%	-7%	-3%
COCC(C)NC(=S)NCCc1ccc(Cl)cc1Cl (stereo not given)	0.1	45	-10%	3%	61*	35*	i	-10	0.0%	6.8%	-8%	7%
CC1C(C(=O)Nc2ccccc2)CCCC1(C)C(=O)O (stereo not given)	-0.3	79	-5%	16%	8	-1	i	6	0.2%	-0.9%	-13%	-4%
CC(C)CCOC(=O)C[N+](C)(C)CCOC1CC2CCC1(C)C2(C)C (stereo not given)	-0.4	40	-2%	-20%	19	4	i	18	1.2%	5.3%	-6%	-5%
C=CCOC(=O)C1=C(C)N=C2SCCC(=O)N2C1c1ccc(OC(=O)c2ccco2)cc1 (stereo not given)	2.9	79	-5%	-10%	5	-5	i	34	0.2%	7.7%	2%	5%	NS5 inhibitors pilot replicate=-1.5
CCCCNC(=O)CSc1nnc(NC(C)=O)s1	-0.3	44	12%	-10%	-2	-11	i	23	-0.1%	-0.4%	-8%	-7%
COc1cc(-c2nnc(SCC(=O)N(C)C3CCS(=O)(=O)C3)o2)cc(OC)c1OC (stereo not given)	0.5	57	4%	8%	2	8	i	1	0.2%	2.9%	-8%	33%

2 entries drawn at random from those above:
SMILES	NTR1 ag	NTR1 ag cell count 20 µM	NS5 inhibitors	GPR35 antagonists	WT yeast gro inh	WT yeast gro inh mutant strain	Autophagy HCS	Autophagy HCS cell loss 18 h	K1F lysis inhibition	RSV CPE inhibition	LYP inhibition	AID2073	others
O=c1c2ccccc2nc(/C=C/c2ccccc2)n1CCCO	6.2	54	-11%	20%	x	x	x	x	0.9%[50 µM]	4.4%	-7%	20%
O=S(=O)(Nc1nc2ccccc2nc1-[n+]1ccccc1)c1ccc(Cl)cc1	4.9	35	-4%	-2%	-15	-2	i	12	-5.9%	1.3%	-6%	7%

Additional entries follow.
SMILES	NTR1 ag	NTR1 ag cell count 20 µM	NS5 inhibitors	GPR35 antagonists	WT yeast gro inh	WT yeast gro inh mutant strain	Autophagy HCS	Autophagy HCS cell loss 18 h	K1F lysis inhibition	RSV CPE inhibition	LYP inhibition	AID2073	others
CC(=O)N1CCN(S(=O)(=O)c2cccc(C(=O)Nc3ccc4c(c3)CCC4)c2)CC1	-1.6	46	1%	-11%	-15	-4	i	8	1.5%	1.9%	-12%	0%
CCNc1nc(N2CCCCC2)nc(-n2nnc(C(=O)OCC)c2C)n1	10	78	0%	-2%	15	16	i	0	1.5%	2.3%	-1%	-7%
CCN(CC)S(=O)(=O)c1ccc(N(C)C)c(NC(=O)CSCc2c(C)noc2C)c1	0.2	57	-3%	0%	x	x	x	x	0.0%	2.0%	-1%	5%
CCCC(=O)Nc1ccccc1-c1nnc(SCC)[nH]c1=O	-0.7	48	1%	-10%	x	x	x	x	1.3%[50 µM]	0.3%	-6%	7%
CC1COC(c2cccn2Cc2ccccc2Cl)=N1 (stereo not given)	4.3	65	-2%	2%	23	9	i	-1	1.0%	0.6%	-7%	-4%
COc1ccc(/C=N/NC(=O)c2nnn(-c3nonc3N)c2CN(C)c2ccccc2)cc1	4.7	44	-3%	-3%	x	x	x	x	0.6%	0.5%	-4%	7%
CCCCc1nnc(NC(=O)C(C)Sc2nc(O)c(Cc3ccccc3)c(=O)[nH]2)s1 (stereo not given)	0.1	52	4%	2%	-5	5	i	6	0.1%	0.7%	1%	5%
O=C(COc1ccccc1)Nc1cc(S(=O)(=O)N2CCOCC2)ccc1N1CCCC1	2.9	45	-6%	x	x	x	x	x	0.2%[50 µM]	0.6%	x	x
Cc1cccc(C)c1-n1c(C)nn(CC#N)c1=O	1.1	66	-2%	-10%	-3	10	i	4	1.8%	1.6%	4%	4%
CC(=O)N1CCCc2cc(S(=O)(=O)N3CCCC(C(=O)NCc4ccc(C)cc4)C3)ccc21 (stereo not given)	0.8	56	-1%	3%	x	x	x	x	-0.1%	2.5%	-4%	8%
Cc1ccc(CN2CCN(Cc3ccc4c(c3)OCCO4)CC2CCO)cc1 (stereo not given)	2.5	52	-6%	19%	9	-1	i	19	1.9%[50 µM]	0.5%	-8%	8%
C=CCn1c(SCc2cccnc2)nnc1-c1ccncc1	-2.3	93	-8%	-11%	6	20	i	4	-0.1%	1.0%	-10%	7%
CCCCSc1nc2sc3c(c2c(=O)n1-c1ccccc1)CCN(C)C3	9.4	114	-15%	-1%	x	x	x	x	0.0%[50 µM]	9.9%	2%	3%
COc1ccccc1CNC(=O)C1CCC(CNS(=O)(=O)c2cccc3cccnc23)CC1 (stereo not given)	1.6	59	0%	-10%	x	x	x	x	0.2%	-1.4%	-7%	7%
COC(=O)c1ccc(/C=N\NC(=O)c2ccc(C)cc2Cl)cc1	-0.1	54	-4%	0%	4	4	i	22	0.0%	2.3%	3%	-10%
CC(OC(=O)C1CSC2(c3ccc(F)cc3)CCC(=O)N12)C(=O)NC(N)=O (stereo not given)	0.9	34	-10%	-3%	-10	-3	i	1	-1.7%	0.6%	-6%	-6%
CCc1nnc(NC(=O)C2CCCN2C(=O)Nc2ccc(Cl)cc2)s1 (stereo not given)	-0.9	53	-12%	-4%	x	x	x	x	0.6%	1.6%	-6%	0%
O=C(NCc1cn2ccsc2n1)Nc1ccc(Cl)cc1	-0.4	55	-11%	4%	5	-1	i	-7	-1.4%	1.3%	-1%	4%
Cc1ccccc1C(=O)OC1OC(=O)C(Cl)=C1Nc1ccc(C(=O)O)cc1 (stereo not given)	0.6	49	-1%	-4%	2	-18	i	21	-0.7%	-1.1%	2%	10%
O=C(c1ccc2c(c1)OCO2)C1CCCN(C(=O)C2CCOCC2)C1 (stereo not given)	1.0	73	-4%	-3%	14	14	i	21	0.2%	0.5%	-4%	-6%
O=C(OCc1ccccc1F)c1cc([N+](=O)[O-])ccc1N1CCOCC1	6.6	62	-4%	x	x	x	x	x	-1.6%	0.8%	x	x
COc1cccc(NC(=O)c2ccccc2Oc2ccccc2)c1	0.3	61	7%	-3%	x	x	x	x	-0.2%	3.1%	-6%	-2%
CCc1ccc(N2C(=O)C3C(C2=O)N2CCCN2C3c2ccccc2)cc1 (stereo not given)	0.0	49	-2%	1%	x	x	x	x	-0.3%	x	2%	26%
CC(C)CC(NC(=O)OC(C)(C)C)c1cn([C@@H](CCCCNC(=O)OC(C)(C)C)C(=O)N2CCN(C(=O)OC(C)(C)C)CC2)nn1 (stereo not given in full)	0.0	63	-9%	-5%	1	6	i	0	2.5%	0.5%	8%	6%
Cc1ccc(S(=O)(=O)[N-]c2nc3ccccc3nc2-n2cc[n+](CCC(C)C)c2)cc1	0.3	45	-1%	8%	-14	-25	i	-6	-0.2%	0.1%	-5%	-5%
COC(=O)c1c(NC(=O)c2ccco2)sc2c1CCN(C(C)C)C2	0.0	57	1%	2%	x	x	x	x	1.4%[50 µM]	-0.5%	-13%	6%
COc1ccc(C)cc1NC(=O)NNC(=O)C(C)Oc1ccc([N+](=O)[O-])cc1 (stereo not given)	-0.6	54	-2%	-4%	x	x	x	x	-0.1%	2.9%	-1%	9%
CC(C)C1Oc2ccccc2N(CC(=O)NCCCN2C(C)CCCC2C)C1=O (stereo not given)	-1.5	45	-16%	-2%	-5	-8	i	2	-4.0%	1.3%	-2%	9%
O=c1c2c([N+](=O)[O-])cc([N+](=O)[O-])cc2sn1Cc1ccccc1	4.2	82	18%	-2%	x	x	x	x	-0.1%	16%	-5%	43%
Cc1ccc(S(=O)(=O)N2CCOCC2)cc1NC(=O)C1CC(=O)N(c2ccc3c(c2)OCCO3)C1 (stereo not given)	0.2	55	-7%	x	x	x	x	x	0.7%[50 µM]	-0.7%	x	x
Cc1cc(O)c(-c2ccno2)cc1Cl	1.7	45	-9%	2%	13	-16	i	3	2.6%	16%	-8%	-4%
